High-throughput results deposited in PubChem BioAssay by several laboratories.
UBC9 SUMO inh – inhibitors of in vitro SUMOylation cascade, primary screen, biochemical, HTRF, uHTS; SUMO-conjugating enzyme UBC9 (Homo sapiens), P63279; HTRF SUMOylation assay, SAE1/SAE2 + UBC9; inhibition, % at 35 µM; hit rate 0.36% among 290,000; in the data active means inhibition above about 50%, passing the limit was not always enough; further: strong numbers were not always called active
NALP1 inh – NALP1 inflammasome inhibitors in reconstituted yeast, colorimetric, S. cerevisiae, triplicate retest; inhibition, % at 10 µM; hit rate 0.61% among 280,000; S. cerevisiae NALP1/ASC/caspase-1 growth, X-gal OD620, 72 h; in the data active means inhibition mostly above about 24%, no sharp cut-off; inactive means mostly below about 32%; further: some compounds called inactive have numbers as strong as hits
MEKK2wt PB1 HTS – modulators of MEK5 binding to wildtype MEKK2, primary screen, biochemical, multiplex bead flow cytometry, Alexa488-MEK5. Alexa488-MEK5 binding to MEKK2 WT; actives lie on both sides. binding response (% of control), % at 10 µM. AID 1531, 2009. hit rate 1.1% among 290,000. Mitogen-activated protein kinase kinase kinase 2 (Homo sapiens), Q9Y2U5; in the data active means binding response below about 67% or above about 130%
pCIP destab – p/CIP-EGFP fusion destabilizers, primary screen, fluorescence, F442A cells; 16 h; decrease of EGFP signal, % at 10 µM; hit rate 0.01% among 290,000; Q05BA5; AID 1984, 2009;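 active means EGFP signal decrease of at least 30% at 10 µM or well 3 SD below plate mean, unless failing retest; inactive means the rest, including hits failing retest or dose response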; further: some compounds called inactive have numbers as strong as hits; many of its hits are not listed in these tables
MEKK3 PB1 HTS – modulators of MEKK3-MEK5 PB1 binding, primary screen, biochemical, wildtype MEKK3, multiplex bead flow cytometry, Alexa488-MEK5 | Mitogen-activated protein kinase kinase kinase 3 (Homo sapiens), Q99759 | bead-based flow cytometry, Alexa488-MEK5 binding to MEKK3; actives lie on both sides; 0 = blocked by unlabeled MEK5, 100 = vehicle | binding response (% of control), % at 10 µM | hit rate 1.4% among 290,000 | AID 1529, 2009;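 active means binding response more than 3 SD above or below the average of its plate-row segment, actives on both sides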;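 further: Alexa488 bead fluorescence after subtracting the streptavidin-only scavenger bead signal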
PfM18AAP inh – PfM18AAP inhibitors, malaria aminopeptidase, primary screen, biochemical, QFRET, recombinant enzyme; M18 aspartyl aminopeptidase (Plasmodium falciparum 3D7); H-Glu-NHMec fluorogenic cleavage; inhibition, % at 7.35 µM; hit rate 1.2% among 290,000; AID 1822, 2009;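 active means inhibition above the campaign mean inhibition over all tested compounds plus 3 SD, cut at about 28% in these data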;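 further: 0% = plate median of test compound wells and 100% = 2 mM ZnCl2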
IDE cell inh – human IDE inhibitors in live cells, primary screen, fluorescence polarization, HEK cells, FAbetaB substrate; AID 434962, 2010; inhibition, % at 5.59 µM; Insulin-degrading enzyme (Homo sapiens), P14735; FAbetaB cleavage; hit rate 0.41% among 320,000;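 active means percent inhibition above the average of all tested compounds plus 3 SD, set per screening campaign, cut at about 16% in these data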;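 further: IDE supplied by intact live HEK cells; FP after avidin binding of uncleaved biotin substrate so inhibition keeps polarization high; 0% = DMSO wells and 100% = 60 µM reference IDE inhibitor Ii1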
Target sequence (P14735 whole entry, looked up): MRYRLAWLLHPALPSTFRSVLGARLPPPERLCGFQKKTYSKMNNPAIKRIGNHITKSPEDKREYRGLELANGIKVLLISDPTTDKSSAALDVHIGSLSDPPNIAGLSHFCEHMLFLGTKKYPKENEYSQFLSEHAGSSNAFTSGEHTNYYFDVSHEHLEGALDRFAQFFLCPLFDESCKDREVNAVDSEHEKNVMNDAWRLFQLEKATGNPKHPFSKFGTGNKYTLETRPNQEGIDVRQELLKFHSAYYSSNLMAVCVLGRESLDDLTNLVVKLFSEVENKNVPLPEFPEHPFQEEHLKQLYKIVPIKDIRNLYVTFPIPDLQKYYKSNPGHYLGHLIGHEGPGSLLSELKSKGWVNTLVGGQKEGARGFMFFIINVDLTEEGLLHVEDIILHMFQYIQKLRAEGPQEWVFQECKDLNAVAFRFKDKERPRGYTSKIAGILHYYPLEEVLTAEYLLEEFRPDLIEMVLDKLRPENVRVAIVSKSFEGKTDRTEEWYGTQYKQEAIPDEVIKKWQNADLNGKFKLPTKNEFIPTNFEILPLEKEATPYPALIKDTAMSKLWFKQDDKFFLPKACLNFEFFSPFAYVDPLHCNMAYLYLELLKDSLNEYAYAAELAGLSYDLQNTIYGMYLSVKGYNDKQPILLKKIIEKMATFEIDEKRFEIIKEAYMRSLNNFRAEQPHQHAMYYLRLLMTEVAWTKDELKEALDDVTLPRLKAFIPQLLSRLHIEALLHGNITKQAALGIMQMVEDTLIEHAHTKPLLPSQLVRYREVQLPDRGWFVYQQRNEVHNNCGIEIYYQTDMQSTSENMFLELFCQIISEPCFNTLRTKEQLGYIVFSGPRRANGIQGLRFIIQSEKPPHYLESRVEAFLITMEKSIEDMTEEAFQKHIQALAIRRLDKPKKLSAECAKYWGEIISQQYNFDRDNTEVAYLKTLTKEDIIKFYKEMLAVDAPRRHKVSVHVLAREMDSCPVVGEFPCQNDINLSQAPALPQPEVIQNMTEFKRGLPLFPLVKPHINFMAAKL
IDE cell activ – human IDE activators in live cells, primary screen, fluorescence polarization, HEK cells, FAbeta-B substrate | FAbeta-B cleavage; 0% vehicle, 100% cell-free pure enzyme wells | hit rate 0.073% among 340,000 | activation, % at 5.96 µM | Insulin-degrading enzyme (Homo sapiens), P14735;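 active means activation above the mean of all tested compounds plus 3 SD, set per screening campaign, cut at about 17% in these data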
MEKK2 mut-MEK5 – MEK5 binding signal on mutant MEKK2 PB1, primary screen, biochemical, multiplex bead flow cytometry, Alexa488-MEK5; Alexa488-MEK5 binding to MEKK2 mutant; percent response, % at 10 µM; hit rate 0.35% among 290,000; AID 1530, 2009; in the data active means percent response above about 24%, passing the limit was not always enough; further: inactives centre near 1; some results filed as inactive read as strong as hits; reference of the scale not given here
An asterisk follows results filed as active; x = not tested or not shown. Not all compounds are listed (hit frequency here may not be typical).

UBC9 SUMO inh,MEKK2 mut-MEK5,IDE cell activ,MEKK2wt PB1 HTS,NALP1 inh,MEKK3 PB1 HTS,pCIP destab,PfM18AAP inh,IDE cell inh,Molecule
-6,-1,3,96,29,97,4,-4,6,COc1ccc(Cl)cc1Nc1ncnc2sc(C)c(S(=O)(=O)N3CCC(C)CC3)c12
2,2,3,104,14,102,-4,-1,2,N#Cc1c(C(F)(F)F)cc(-c2ccccc2)n(N)c1=O
-4,-5,4,96,9,98,-9,7,-4,Cc1cc(C)c(S(=O)(=O)N2CCCc3ccccc32)c(C)c1
6,1,0,102,x,131*,3,1,7,C[C@H](NS(=O)(=O)c1ccc(Cl)c(Cl)c1)C(=O)OCc1cc(=O)n2cc(Br)ccc2n1
x,7,-8,100,-6,98,-28,5,7,Cc1cnc(=O)[nH]c1SCc1cccc(C(F)(F)F)c1
7,3,2,105,10,104,10,-2,4,Cn1c(SCc2ccccc2C#N)nnc1-c1ccncc1
10,-6,6,96,23,96,-4,-14,3,CCc1ccc(N2CN=c3s/c(=C\c4ccccc4)c(=O)n3C2)cc1
5,-3,5,102,6,100,0,-12,6,OCC1(Cc2ccccc2)CCCN(C2CCCC2)C1 (stereo not given)
0,0,-1,103,-6,103,1,-3,0,CC1CC(=O)Nc2ccccc2N1C(=O)CN1CCN(C=O)CC1 (stereo not given)
6,7,2,105,3,102,2,-7,-3,COc1c(F)c(F)c(C(=O)Nc2ccccc2N2CCN(C(C)=O)CC2)c(F)c1F
9,-5,3,97,-23,98,0,2,0,Cn1c(C(=O)O)c(C=O)c2ccccc21
15,11,9,124,22,113,3,-5,-3,CCCCOc1c(Br)cc(CNCCCN2CCOCC2)cc1OC
2,6,1,113,28,105,-11,-2,1,Cc1ccc(S(=O)(=O)CC(=O)c2ccc(C)c([N+](=O)[O-])c2)cc1
11,2,x,99,4,100,-6,1,-1,CCc1ccc(-n2c(SCC(=O)Nc3ccc(C(=O)O)cc3)nnc2-c2ccncc2)cc1
-5,-1,-5,101,23,119,-9,-12,5,CC(=O)Nc1ccc(S(=O)(=O)NCC(=O)OC(C)c2ccccc2Cl)cc1 (stereo not given)
14,12,-1,105,-20,100,-9,5,0,Oc1ccccc1OCC(O)c1ccccc1 (stereo not given)
10,7,2,109,6,104,-12,2,0,CCOc1ccc(NC(=S)NC(C)C(c2ccccc2)N2CCN(C)CC2)cc1 (stereo not given)
11,-3,-4,97,32,94,-3,0,3,O=C1CCN(S(=O)(=O)c2ccccc2)C2CCCCC12 (stereo not given)
-12,3,3,98,5,99,-3,-9,-5,O=S(=O)(c1cccc(COc2ccc(Cl)cc2Cl)c1)N1CCOCC1
17,3,1,102,31,102,-12,-8,1,CC(=O)Nc1ccc(NC(=O)c2sc3nc4c(c(-c5ccc(C)cc5)c3c2N)CCC4)cc1
0,2,0,100,3,99,-3,-6,1,Cc1ccc(CN2CC(C(=O)Nc3ccncc3)CC2=O)cc1 (stereo not given)
-6,-3,7,93,0,93,7,1,1,O=C(Nc1ccc(N2CCCC2)c(Cl)c1)c1ccccc1[N+](=O)[O-]
-3,3,-2,102,4,101,-4,6,0,O=C(Nc1ccon1)c1ccc(Br)s1
13,-16,-2,85,-9,85,-11,-8,-6,N/C(=N\OC(=O)c1ccccc1Cl)c1ccncc1
16,-8,6,86,11,86,-12,-7,1,CCOc1ccc(-c2nnc3ccc(SCC(=O)Nc4cc(C)on4)nn23)cc1
3,2,-1,99,21,104,-7,9,1,COc1ccc(-c2cn3c(C)c(C(=O)Nc4cccc(C)n4)sc3n2)cc1
-1,0,-1,103,-24,105,-6,4,-1,NC(CO)(CO)COCc1ccccc1
-5,17,-2,148*,0,106,-15,-6,-2,CCN(CC)CCN(C(=O)CCOc1ccccc1)c1nc2c(F)cc(F)cc2s1
-21,0,-3,96,25,104,2,-1,8,CCOc1ccc(NC(=S)NC(=O)c2c(Br)cnn2C)c([N+](=O)[O-])c1
4,4,3,110,14,116,-5,-10,5,CC(=O)Nc1ccccc1NC(=O)c1ccccc1
22,-4,4,93,6,90,-5,-3,-3,O=C1N=C(N2CCOCC2)S/C1=C\c1cccs1
31,3,6,99,-2,100,-13,1,1,OCC(CO)(CO)N=Cc1c(O)ccc2ccccc12
-11,5,-2,100,-2,101,4,-1,9,O=C(c1ccc2ncsc2c1)N1CCCCC1
-53,4,-1,105,16,98,1,1,-5,O=C(Oc1cccc(N2C(=O)CCC2=O)c1)C1CC(=O)N(c2ccc(Br)cc2)C1 (stereo not given)
10,5,7,101,-1,97,-11,2,-6,COc1ccc(N2CCN(CCNC(=O)C3CCN(S(=O)(=O)c4cccs4)CC3)CC2)cc1
-37,-8,-5,94,-29,95,-4,-4,3,CC(O)C(O)C(O)C(O)C1NCCS1 (stereo not given)
8,-1,8,97,17,100,-6,3,-2,COC(=O)C(C(=O)OC)=C(/C=C/N(C)C)N(C)C
1,1,3,104,9,99,-2,-2,-8,Cc1cccc(OCC(=O)N2CCN(C(=O)COc3ccc(Cl)cc3)CC2)c1
3,-26,6,96,x,89,7,-6,11,Cc1ccc(C2Nc3ccccc3C(=O)N2CCCN2CCOCC2)cc1 (stereo not given)
17,-6,6,87,2,97,0,3,0,CC1(C)CC(=O)C(C(C2=C(O)CC(C)(C)CC2=O)c2ccc(O)c([N+](=O)[O-])c2)=C(O)C1
-4,2,8,103,-13,100,-4,-12,-2,CCOC(=O)c1nnn(-c2nonc2NC(C)=O)c1C
28,-3,6,88,20,88,2,17,1,C=CCNC(=S)N/N=C/c1ccc(C)c([N+](=O)[O-])c1
16,x,4,x,-66,x,-48,4,-2,CN(Cc1ccccc1)C(=O)c1ccccc1NC(=O)c1ccco1
15,1,6,104,9,104,-20,-4,2,COC(=O)C1=CN(Cc2ccc(OC)cc2)C=C(C(=O)OC)C1c1ccc(O)c(OC)c1
8,11,2,111,8,107,7,5,-3,Cc1ccccc1NC(=S)N(Cc1ccco1)C(C)c1ccccn1 (stereo not given)
-1,-1,-4,100,7,100,2,-1,5,CCSc1nnc(NC(=O)C2CCCCC2C(=O)O)s1 (stereo not given)
-22,1,2,98,17,98,-4,-7,4,COc1ccc(N2CC(O)=C(c3nc(-c4ccc(F)cc4)cs3)C2=N)cc1
6,7,3,101,8,100,-6,1,-1,COc1cc(NS(=O)(=O)c2ccc(NC(=O)Cc3ccccc3)cc2)nc(OC)n1
-21,-3,1,93,11,99,-3,5,7,Fc1ccc2nc(Nc3nc4c(s3)CCCC4)sc2c1
1,2,-1,106,35,104,-11,5,1,CN1C(=O)c2ccc(S(=O)(=O)c3ccc(C(=O)O)cc3)cc2C1=O

Some of the entries above in a different format.
CCN(CC)CCN(C(=O)CCOc1ccccc1)c1nc2c(F)cc(F)cc2s1
  UBC9 SUMO inh: -5
  MEKK2 mut-MEK5: 17
  IDE cell activ: -2
  MEKK2wt PB1 HTS: 148*
  NALP1 inh: 0
  MEKK3 PB1 HTS: 106
  pCIP destab: -15
  PfM18AAP inh: -6
  IDE cell inh: -2
CCOc1ccc(NC(=S)NC(=O)c2c(Br)cnn2C)c([N+](=O)[O-])c1
  UBC9 SUMO inh: -21
  MEKK2 mut-MEK5: 0
  IDE cell activ: -3
  MEKK2wt PB1 HTS: 96
  NALP1 inh: 25
  MEKK3 PB1 HTS: 104
  pCIP destab: 2
  PfM18AAP inh: -1
  IDE cell inh: 8

Limited to MEKK2wt PB1 HTS, pCIP destab and MEKK2 mut-MEK5, for some of the entries so far:
canonical_smiles | MEKK2wt PB1 HTS | pCIP destab | MEKK2 mut-MEK5
COc1ccc(N2CCN(CCNC(=O)C3CCN(S(=O)(=O)c4cccs4)CC3)CC2)cc1 | 101 | -11 | 5
CC(O)C(O)C(O)C(O)C1NCCS1 (stereo not given) | 94 | -4 | -8
COC(=O)C(C(=O)OC)=C(/C=C/N(C)C)N(C)C | 97 | -6 | -1
Cc1cccc(OCC(=O)N2CCN(C(=O)COc3ccc(Cl)cc3)CC2)c1 | 104 | -2 | 1

The list continues:
UBC9 SUMO inh,MEKK2 mut-MEK5,IDE cell activ,MEKK2wt PB1 HTS,NALP1 inh,MEKK3 PB1 HTS,pCIP destab,PfM18AAP inh,IDE cell inh,Molecule
-14,-2,-2,88,-8,90,-6,9,11,CC1(C)C/C(=N\NC(=S)Nc2ccccc2F)c2cc(O)ccc2O1
12,4,3,105,11,103,4,3,-4,O=C(O)CSc1nnc(Cn2cnc3ccccc32)n1CCc1ccccc1
4,-3,4,93,-13,94,-2,-1,4,COc1ccc(NC(=O)CC2Nc3ccccc3NC2=O)c([N+](=O)[O-])c1 (stereo not given)
14,x,4,x,0,x,-3,0,3,O=C(O)C1CC(O)CN1S(=O)(=O)c1cccs1 (stereo not given)
7,-7,7,97,14,100,-10,2,1,O=C(Cc1cccc2ccccc12)N/N=C/c1ccncc1
-1,6,4,104,22,104,7,-3,-1,COC(=O)Cc1c(O)ccn(Cc2ccc(F)cc2)c1=O
-2,-3,12,97,21,99,-22,1,-1,CSc1nc2ccc3nc(NC(=O)c4cccs4)sc3c2s1
9,2,-4,101,-6,104,3,30*,12,Nc1ccccc1Sc1ccc(C(=O)c2ccccc2C(=O)O)cc1[N+](=O)[O-]
1,4,3,110,x,110,2,-4,-3,COC(=O)C1CCCN1C(=O)C1CCCN1C(=O)CNC(=O)OCc1ccccc1 (stereo not given)
1,3,0,100,-2,101,3,-5,4,COc1ccc(OC)c(NC(=O)c2cccc(S(=O)(=O)N3CCN(C(C)=O)CC3)c2)c1
21,0,2,104,-13,102,-4,0,6,O=C(O)c1cccc(NC2=Nc3cccc4cccc2c34)c1

Among those listed so far, 2 contain a furan ring, fused or not.
UBC9 SUMO inh,MEKK2 mut-MEK5,IDE cell activ,MEKK2wt PB1 HTS,NALP1 inh,MEKK3 PB1 HTS,pCIP destab,PfM18AAP inh,IDE cell inh,Molecule
16,x,4,x,-66,x,-48,4,-2,CN(Cc1ccccc1)C(=O)c1ccccc1NC(=O)c1ccco1
8,11,2,111,8,107,7,5,-3,Cc1ccccc1NC(=S)N(Cc1ccco1)C(C)c1ccccn1 (stereo not given)
